Assay outcomes: PubChem BioAssay, several laboratories
BaF3 tox = parental Ba/F3 cell viability inhibition, counter-screen for JAK2V617F inhibitor project, murine pro-B, CellTiter-Glo luminescence | 220,000 compounds, 1.1% hits | inhibition, % at 5.6 µM | CellTiter-Glo ATP luminescence;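 active means inhibition above a per-campaign cutoff, the mean inhibition of all tested compounds plus 3 SD, cut at about 27% in these data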;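 further: 0% = DMSO wells and 100% = JAK Inhibitor I control wells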
RBBP9 inh = human RBBP9 inhibitors, primary screen, biochemical, fluorescence polarization, FP-Rh probe, HTS; Serine hydrolase RBBP9 (Homo sapiens), O75884; 220,000 compounds, 0.2% hits; inhibition, % at 7.94 µM; recombinant RBBP9;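 active means inhibition above the campaign mean of all tested compounds plus 3 SD, cut at about 14% in these data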;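 further: plate controls were DMSO wells with RBBP9 for no effect and wells lacking RBBP9 protein for full effect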
Target sequence (O75884 whole entry, looked up): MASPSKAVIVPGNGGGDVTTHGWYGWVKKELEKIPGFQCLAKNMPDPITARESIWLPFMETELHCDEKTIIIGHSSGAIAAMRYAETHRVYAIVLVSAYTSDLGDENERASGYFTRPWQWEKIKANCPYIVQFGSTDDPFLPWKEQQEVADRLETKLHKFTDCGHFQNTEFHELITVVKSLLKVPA
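Controls: DMSO-treated enzyme wells and wells lacking RBBP9 | Material: RBBP9 protein | Technique: Fluorescence polarization | Replication: Single well per compound, no replicates | Buffer or medium: Tris-NaCl-Pluronic buffer, pH 8.0 | Timing: 30 min compound preincubation, 45 min probe labeling, 25 °C | Read-out basis: Percent inhibition from mP, scaled between DMSO and no-protein wells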
CHOP inhibitor = inhibitors of CHOP promoter induction, primary screen, cell-based, unfolded protein response, luciferase reporter; CHO-K1 CHOP-promoter luciferase, tunicamycin-induced, 15-18 h; inhibition, % at 10 µM; 220,000 compounds, 3.8% hits;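 active means compounds that reduced the stress-induced luciferase reporter signal by more than about 70% of percent inhibition, limit read from the data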;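 further: 0% = tunicamycin plus vehicle and 100% = wells without tunicamycin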
TRPML3 agonist = human TRPML3 channel agonists, primary screen, cell-based, HEK293 TRPML3-YFP, Fluo-8 calcium fluorescence, 3 µM | Mucolipin-3 (Homo sapiens), Q8TDD5 | 100% = the carbachol control signal | activation, % at 3 µM | 220,000 compounds, 0.29% hits | AID 1448, 2008;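 active means activation above its plate's cutoff, the mean activation of the plate's test wells plus 3 SD, cut at about 12% in these data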;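 further: 0% = DMSO only wells and 100% = carbachol wells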
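Material: HEK293 cells stably carrying human TRPML3-YFP; compound dosing: single dose, 3 µM final nominal compound, 0.3% DMSO final; incubation: 1-h 37 °C dye load, 5-s basal, 120-s post-compound reads; technique: Fluo-8 intracellular calcium fluorescence, excitation 470-495 nm, emission 515-575 nm; read-out basis: percent activation from peak-to-basal fluorescence ratio, scaled between DMSO and carbachol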
PPC-1+TRAIL kill = compounds killing PPC-1 cancer cells with TRAIL present, primary screen, TRAIL potentiator project, ATPLite luminescence, uHTS | cell killing (% activity), % at 4 µM | 220,000 compounds, 0.41% hits | PPC-1 cells + TRAIL, ATPLite viability luminescence;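 active means cell killing above 50% in the first pass at 4 µM, then a duplicate retest at 5 µM averaging 50% or more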;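 further: plate controls were cells with TRAIL plus DMSO for no effect and medium-only wells lacking cells for full effect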
TNF necrop inh = inhibitors of TNF-alpha triggered necroptosis, primary screen, cell-based, Jurkat FADD-/-, single concentration; Jurkat FADD-/- TNF necroptosis rescue, ATP luminescence, 24 h; 0 = TNF only, 100 = no-TNF cells; activation (protection from cell death), % at 10 µM; 220,000 compounds, 0.068% hits;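 active means activation, meaning protection from cell death, of at least 50% relative to plate controls; inactive means activation below 50%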;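 further: necroptosis triggered by 40 ng/mL TNF-alpha added together with compound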
Ba/F3 V617F tox = reduced viability of JAK2V617F-dependent Ba/F3 cells, primary screen, JAK2V617F inhibitor project, cell-based, Ba/F3 EpoR-JAK2V617F, luminescence; AID 1446, 2008; ATP luminescence; 220,000 compounds, 1.1% hits; inhibition, % at 5.6 µM;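 active means inhibition above the campaign mean plus 3 SD over all tested compounds, cut at about 24% in these data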;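 further: cytokine-independent growth of Ba/F3 cells driven by EpoR plus mutant JAK2; 0% = DMSO-treated cells and 100% = JAK inhibitor I control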
TRPN1 ag = zebrafish TRPN1 channel agonists, primary screen, cell-based, HEK293, calcium fluorescence; transient receptor potential cation channel N1 (TRPN1/NompC), Danio rerio; HEK293 zebrafish TRPN1-YFP, Fluo-8 calcium fluorescence; 100% = response to 87 µM carbachol; activation, % at 3 µM; 220,000 compounds, 0.18% hits;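 active means activation above its plate's cutoff, the mean activation of test wells on that plate plus 3 SD, cut at about 19% in these data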;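 further: 0% = DMSO alone and 100% = 87 µM carbachol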
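Control set: carbachol 87 µM as high control, DMSO as low control; system: HEK293 stable line with zebrafish TRPN1-YFP; read-out: % activation versus carbachol response; detection: intracellular calcium fluorescence with Fluo-8; doses: single test compound dose, 3 µM nominal, 0.3% DMSO; schedule: dye 1 h 37 °C plus 30 min RT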
Wee1 stabilizer = Wee1 degradation inhibitors, primary screen, cell-based, HeLa, Wee1K328M-luciferase, luminescence; Wee1-like protein kinase (Homo sapiens), P30291; HeLa Luc-Wee1K328M stability; 100% = proteasome inhibitor MG132 effect; reporter increase, % at 5 µM; 220,000 compounds, 1.2% hits;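 active means activation above the mean of all tested compounds plus 3 SD, set per screening run, cut at about 8.8% in these data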;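 further: cells exposed to compound for 20 h before luminescence read; 0% = DMSO alone and 100% = MG132 at 30 µM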
Target sequence (P30291 whole entry K328M): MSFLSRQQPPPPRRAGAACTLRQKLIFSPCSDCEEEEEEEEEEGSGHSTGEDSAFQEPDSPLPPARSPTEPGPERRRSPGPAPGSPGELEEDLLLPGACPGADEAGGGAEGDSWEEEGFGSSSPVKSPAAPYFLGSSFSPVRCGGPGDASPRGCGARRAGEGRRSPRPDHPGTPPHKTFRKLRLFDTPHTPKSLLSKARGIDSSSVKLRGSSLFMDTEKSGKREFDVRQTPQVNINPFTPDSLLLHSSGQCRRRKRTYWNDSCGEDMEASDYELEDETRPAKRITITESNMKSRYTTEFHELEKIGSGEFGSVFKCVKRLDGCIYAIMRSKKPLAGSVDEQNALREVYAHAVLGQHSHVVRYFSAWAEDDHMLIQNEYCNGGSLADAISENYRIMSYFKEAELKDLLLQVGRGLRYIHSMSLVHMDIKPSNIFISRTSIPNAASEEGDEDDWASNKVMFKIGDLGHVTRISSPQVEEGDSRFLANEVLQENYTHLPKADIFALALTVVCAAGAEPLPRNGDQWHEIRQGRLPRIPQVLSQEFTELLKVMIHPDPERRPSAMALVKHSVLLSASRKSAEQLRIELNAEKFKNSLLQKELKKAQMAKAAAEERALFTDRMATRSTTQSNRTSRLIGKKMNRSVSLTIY
* hit, by the source's call.

Results for CC(C)(C)c1ccc(Oc2ccc(NC(=O)CCCC(=O)O)cn2)cc1 ?
BaF3 tox: -3.1; RBBP9 inh: -5.4; CHOP inhibitor: 0.3; TRPML3 agonist: 0.0; PPC-1+TRAIL kill: 21.2; TNF necrop inh: 2.8; Ba/F3 V617F tox: -0.6; TRPN1 ag: 0.2; Wee1 stabilizer: 1.0

What do the screens show for `Cc1ccc(C(=O)Nc2ccc(Br)c(C(F)(F)F)c2)cc1`?
BaF3 tox: 2.7; RBBP9 inh: -20.7; CHOP inhibitor: 28.6; TRPML3 agonist: 1.0; PPC-1+TRAIL kill: 9.3; TNF necrop inh: -4.1; Ba/F3 V617F tox: -2.5; TRPN1 ag: 4.2; Wee1 stabilizer: 2.8

What do the screens show for `CCOc1ccccc1NC(=O)C1=C(C)NC(=O)NC1c1cccs1` (centres undefined)?
BaF3 tox: 4.8; RBBP9 inh: -1.9; CHOP inhibitor: 18.9; TRPML3 agonist: 0.5; PPC-1+TRAIL kill: 23.5; TNF necrop inh: 1.1; Ba/F3 V617F tox: 2.7; TRPN1 ag: -0.7; Wee1 stabilizer: -2.0

What do the screens show for `CCOC(=O)Cc1csc(NC(=O)C2CCCCC2C(=O)O)n1` (centres undefined)?
BaF3 tox: 7.1; RBBP9 inh: -12.8; CHOP inhibitor: 19.1; TRPML3 agonist: 0.6; PPC-1+TRAIL kill: -0.3; TNF necrop inh: -1.0; Ba/F3 V617F tox: 4.0; TRPN1 ag: 0.4; Wee1 stabilizer: -1.1

What do the screens show for `CCOC(=O)N1CCN(C(=O)CSc2nnc(CNC(=O)c3ccccc3F)o2)CC1`?
BaF3 tox: 2.5; RBBP9 inh: -0.7; CHOP inhibitor: 14.2; TRPML3 agonist: 0.1; PPC-1+TRAIL kill: 15.7; TNF necrop inh: -0.7; Ba/F3 V617F tox: -1.5; TRPN1 ag: 0.1; Wee1 stabilizer: 0.5

What do the screens show for `CCn1c(Cn2nnc(-c3ccccc3)n2)nnc1SCC(=O)Nc1ccc(C(C)=O)cc1`?
BaF3 tox: 4.4; RBBP9 inh: -12.4; CHOP inhibitor: -2.6; TRPML3 agonist: 0.7; PPC-1+TRAIL kill: 3.0; TNF necrop inh: -2.3; Ba/F3 V617F tox: 0.0; TRPN1 ag: -0.2; Wee1 stabilizer: -0.8

What do the screens show for `CCCCNC(=O)/C(=C\c1ccc([N+](=O)[O-])o1)NC(=O)c1ccccc1`?
BaF3 tox: 5.6; RBBP9 inh: -9.8; CHOP inhibitor: -19.4; TRPML3 agonist: -0.2; PPC-1+TRAIL kill: 9.2; TNF necrop inh: -0.8; Ba/F3 V617F tox: 5.5; TRPN1 ag: 0.4; Wee1 stabilizer: -3.2

Results for Nc1nc(Nc2cccc3ccccc23)nc(C2CCCC2=O)n1 (centres undefined) ?
BaF3 tox: 3.0; RBBP9 inh: -5.2; CHOP inhibitor: 15.2; TRPML3 agonist: 0.9; PPC-1+TRAIL kill: -1.7; TNF necrop inh: -4.8; Ba/F3 V617F tox: 1.9; TRPN1 ag: 1.1; Wee1 stabilizer: 2.6

What do the screens show for `CNC(=S)N(CCc1ccccc1)Cc1cc2cc(OC)c(OC)cc2[nH]c1=O`?
BaF3 tox: 12.5; RBBP9 inh: -1.9; CHOP inhibitor: 19.6; TRPML3 agonist: 0.1; PPC-1+TRAIL kill: 8.8; TNF necrop inh: 0.1; Ba/F3 V617F tox: 2.9; TRPN1 ag: -1.0; Wee1 stabilizer: -3.5

Results for CCC(C)[C@H](NC(=O)NCc1ccc(S(N)(=O)=O)cc1)C(=O)O (some centres undefined) ?
BaF3 tox: -2.4; RBBP9 inh: -1.4; CHOP inhibitor: -13.3; TRPML3 agonist: 0.6; PPC-1+TRAIL kill: -14.9; TNF necrop inh: -1.3; Ba/F3 V617F tox: 0.6; TRPN1 ag: 2.2; Wee1 stabilizer: -1.4

Results for COc1ccc(-c2csc(N(CCc3ccc(OC)c(OC)c3)C(=O)COc3ccccc3)n2)cc1 ?
BaF3 tox: 3.5; RBBP9 inh: -9.0; CHOP inhibitor: -13.7; TRPML3 agonist: 0.3; PPC-1+TRAIL kill: 5.4; TNF necrop inh: -2.2; Ba/F3 V617F tox: 3.2; TRPN1 ag: 2.2; Wee1 stabilizer: 0.4

What do the screens show for `O=C(CSc1nnc(-c2ccccc2)n1Cc1ccccc1)N1CCCC1`?
BaF3 tox: 4.5; RBBP9 inh: -6.2; CHOP inhibitor: 32.8; TRPML3 agonist: -0.7; PPC-1+TRAIL kill: -8.4; TNF necrop inh: 1.2; Ba/F3 V617F tox: 6.3; TRPN1 ag: -0.8; Wee1 stabilizer: 1.6

How did COC(=O)c1nnn(-c2nonc2N)c1CSc1nc2ccccc2o1 do in these assays?
BaF3 tox: 2.3; RBBP9 inh: -4.6; CHOP inhibitor: 68.3; TRPML3 agonist: -0.8; PPC-1+TRAIL kill: 11.0; TNF necrop inh: -2.6; Ba/F3 V617F tox: 2.4; TRPN1 ag: 0.2; Wee1 stabilizer: -0.3

What do the screens show for `Cc1cccc(C)c1N(CC(=O)NCc1ccc(F)cc1)C(=O)c1csnn1`?
BaF3 tox: 8.5; RBBP9 inh: -5.0; CHOP inhibitor: 8.3; TRPML3 agonist: 1.2; PPC-1+TRAIL kill: -9.5; TNF necrop inh: 1.3; Ba/F3 V617F tox: 2.4; TRPN1 ag: 2.1; Wee1 stabilizer: 2.7

Results for COCCCNC(=O)CCCn1c(=O)[nH]c2ccccc2c1=O ?
BaF3 tox: 0.8; RBBP9 inh: -10.0; CHOP inhibitor: 9.0; TRPML3 agonist: 0.5; PPC-1+TRAIL kill: 11.9; TNF necrop inh: -4.2; Ba/F3 V617F tox: -2.4; TRPN1 ag: 1.4; Wee1 stabilizer: 6.2

Results for CCCN(CCC)C(=O)CC(c1ccc(F)cc1)c1ccco1 (centres undefined) ?
BaF3 tox: 5.9; RBBP9 inh: -4.5; CHOP inhibitor: -5.1; TRPML3 agonist: -0.4; PPC-1+TRAIL kill: -12.0; TNF necrop inh: -4.1; Ba/F3 V617F tox: 0.3; TRPN1 ag: 0.5; Wee1 stabilizer: 0.9

What do the screens show for `CN1CCN(C(=S)NC(=O)c2cccc(S(=O)(=O)N(C)C)c2)CC1`?
BaF3 tox: 7.6; RBBP9 inh: -6.4; CHOP inhibitor: 5.7; TRPML3 agonist: 1.2; PPC-1+TRAIL kill: 14.3; TNF necrop inh: 0.1; Ba/F3 V617F tox: 0.1; TRPN1 ag: 0.8; Wee1 stabilizer: -1.6

How did O=C(c1cc(S(=O)(=O)N2CCOCC2)ccc1Cl)N1CCN(c2ccccn2)CC1 do in these assays?
BaF3 tox: 10.8; RBBP9 inh: -1.7; CHOP inhibitor: 29.1; TRPML3 agonist: 0.1; PPC-1+TRAIL kill: 30.3; TNF necrop inh: 2.1; Ba/F3 V617F tox: 7.1; TRPN1 ag: 0.7; Wee1 stabilizer: -4.1

How did N#C/C(=C\c1cccnc1)C(=O)Nc1cccc(Cl)c1 do in these assays?
BaF3 tox: 10.8; RBBP9 inh: -6.3; CHOP inhibitor: -21.0; TRPML3 agonist: 0.8; PPC-1+TRAIL kill: 7.9; TNF necrop inh: -1.6; Ba/F3 V617F tox: 1.0; TRPN1 ag: 1.1; Wee1 stabilizer: 0.3

How did Cc1ccc(/C=N/Nc2ccc(C(=O)O)cc2)o1 do in these assays?
BaF3 tox: 7.1; RBBP9 inh: -15.7; CHOP inhibitor: 19.1; TRPML3 agonist: 1.2; PPC-1+TRAIL kill: -33.6; TNF necrop inh: -1.2; Ba/F3 V617F tox: 3.3; TRPN1 ag: 0.9; Wee1 stabilizer: 1.6

What do the screens show for `CN1CCN(C(=S)Nc2ccc(S(N)(=O)=O)cc2)CC1`?
BaF3 tox: 9.3; RBBP9 inh: 0.8; CHOP inhibitor: 2.7; TRPML3 agonist: 0.7; PPC-1+TRAIL kill: -9.5; TNF necrop inh: 0.4; Ba/F3 V617F tox: 3.0; TRPN1 ag: 0.8; Wee1 stabilizer: -1.4

What do the screens show for `CC(=O)N1N=C(c2ccc(Br)cc2)OC12CCCC2`?
BaF3 tox: -3.5; RBBP9 inh: -4.2; CHOP inhibitor: 17.2; TRPML3 agonist: 0.7; PPC-1+TRAIL kill: 1.7; TNF necrop inh: 0.2; Ba/F3 V617F tox: -2.5; TRPN1 ag: 2.0; Wee1 stabilizer: 0.6

What do the screens show for `CC1CCc2c(sc(NC(=O)C(=O)NCc3ccco3)c2C#N)C1` (centres undefined)?
BaF3 tox: 9.1; RBBP9 inh: 0.2; CHOP inhibitor: 27.6; TRPML3 agonist: 0.1; PPC-1+TRAIL kill: -2.9; TNF necrop inh: 1.0; Ba/F3 V617F tox: 2.1; TRPN1 ag: 1.2; Wee1 stabilizer: 1.0

How did Cc1occc(=O)c1OCc1ccccc1 do in these assays?
BaF3 tox: 0.4; RBBP9 inh: -9.9; CHOP inhibitor: 7.1; TRPML3 agonist: 0.7; PPC-1+TRAIL kill: 1.7; TNF necrop inh: -2.6; Ba/F3 V617F tox: -3.9; TRPN1 ag: 1.0; Wee1 stabilizer: 3.8

How did CCOC(=O)C1(CC2CC2)CCN(Cc2ccc(C(=O)OC)cc2)CC1 do in these assays?
BaF3 tox: 0.8; RBBP9 inh: 0.3; CHOP inhibitor: 19.2; TRPML3 agonist: 0.2; TNF necrop inh: 1.4; Ba/F3 V617F tox: -3.8; TRPN1 ag: -1.9; Wee1 stabilizer: -3.8

How did CN(CC(=O)Nc1cccc(F)c1)C(=O)CCCc1cccs1 do in these assays?
BaF3 tox: 6.2; RBBP9 inh: 3.4; CHOP inhibitor: -11.4; TRPML3 agonist: 1.0; PPC-1+TRAIL kill: 36.5; TNF necrop inh: 2.3; Ba/F3 V617F tox: -2.0; TRPN1 ag: -0.4; Wee1 stabilizer: -3.2
